# ABHD5 PLIN5 PPI – blocks binding of human ABHD5 to perilipin-5; Q00G26+Q8WTS1; Split G. princeps luciferase complementation, luminescence, 4 h; inhibition, % at 4 µM; hit rate 0.78% among 360,000; AID 602281;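 active means inhibition above the mean inhibition across every tested compound plus 3 SD, cut at about 22% in these data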;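 further: 0% = DMSO only wells and the 100% control is not disclosed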
# Cardio protect – modulators protecting cardiomyocytes from myocardial damage; H9c2 cardiomyocytes, H2O2 injury protection, ATPLite, 2 h; protection from H2O2 cell death, % at 20 µM; hit rate 0.63% among 360,000; AID 588492;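 active means compounds giving at least 50% protection of heart cells from peroxide-induced death in the single-dose screen, raw or plate-pattern-corrected value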;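 further: 0% = DMSO wells with peroxide and 100% = DMSO wells without peroxide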
# CaV13 FRET inh – Disruptors of the CACNA1D IQ motif to Ca2+-dependent inactivation inhibitor domain association, primary screening, Förster resonance energy transfer in intact living …; HEK cells, CFP/YFP FRET ICDI-IQ, plate reader, 10 min; percent FRET-ratio fall versus neutral wells; inhibition, % at 12.3 µM; hit rate 0.098% among 340,000;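 active means mean replicate inhibition of at least 30% and at least 1% of replicates passing that level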;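 further: 0% = median of the neutral control wells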
# PDI inh – blocks human protein disulfide isomerase activity; hit rate 0.052% among 350,000; PDI insulin aggregation turbidity, A650, 90 min; inhibition, % at 10 µM; P07237;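 active means mean inhibition across replicates of 30% or more, whatever share of single replicates reach that level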;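 further: absorbance from insulin aggregation driven by PDI reduction with DTT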
# MC4R ag barr – agonists of human melanocortin 4 receptor (MC4R) beta-arrestin; P32245; U2OS MC4R beta-arrestin complementation, luminescence; percent of melanotan II response, DMSO zero; activation, % at 8.9 µM; hit rate 0.98% among 360,000; AID 540308;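 active means activation above a per-plate cutoff, the mean activation of sample wells on that plate plus 3 SD, cut at about 8% in these data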
# Granule exo inh – lytic granule exocytosis inhibition | TALL-104 LAMP-1 surface exposure, flow cytometry; cells stimulated with thapsigargin and PMA | inhibition, % at 10 µM | hit rate 0.66% among 360,000;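 active means inhibition above about 55%, limit read from the data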
# m5-HT2A agonist – agonists of mouse serotonin 5-HT2A receptor (HTR2A); P35363; CHO-K1 mHTR2A beta-arrestin complementation, luminescence; percent of 30 µM serotonin response; activation, % at 7.6 µM; hit rate 0.66% among 360,000; AID 624169;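 active means activation above a run cutoff, the mean activation of all tested compounds plus 3 SD, cut at about 14% in these data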;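 further: 0% = plate median of compound wells and 100% = 30 µM serotonin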
# MC4R antag cAMP – blocks human MC4R cAMP signaling | P32245 | MC4R-expressing cells, MTII-stimulated cAMP, LANCE TR-FRET | inhibition, % at 6.5 µM | hit rate 0.48% among 360,000;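 active means inhibition above its plate's cutoff, the mean of tested wells on that plate plus 3 SD, cut at about 29% in these data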;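 further: 0% = Melanotan II alone and 100% = Melanotan II plus saturating MCL0020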
#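 Assay system: U2OS cells stably expressing human melanocortin 4 receptor (MC4R) / Dosing: 6.5 µM / Timing: compound 30 min, challenge 1 h, detection 1 h / Measured by: Eu-cAMP/anti-cAMP TR-FRET, emission 671 nm / Replicates: singlicate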
# ABCB6 inh MLPCN – blocks the human ABCB6 transporter; Q9NP58; K562-ABCB6 porphyrin accumulation, flow cytometry, 1 h; active compounds read low; fluorescence ratio to DMSO, % at 10 µM; hit rate 0.19% among 360,000;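 active means fluorescence ratio to DMSO below 75%, the collection mean minus 3 SD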;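 further: signal is porphyrin accumulated inside mitochondria; 100% equals median channel fluorescence of DMSO control wells; lower ratio means ABCB6 inhibition with less porphyrin fluorescence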
# Target sequence (Q9NP58 whole entry, looked up): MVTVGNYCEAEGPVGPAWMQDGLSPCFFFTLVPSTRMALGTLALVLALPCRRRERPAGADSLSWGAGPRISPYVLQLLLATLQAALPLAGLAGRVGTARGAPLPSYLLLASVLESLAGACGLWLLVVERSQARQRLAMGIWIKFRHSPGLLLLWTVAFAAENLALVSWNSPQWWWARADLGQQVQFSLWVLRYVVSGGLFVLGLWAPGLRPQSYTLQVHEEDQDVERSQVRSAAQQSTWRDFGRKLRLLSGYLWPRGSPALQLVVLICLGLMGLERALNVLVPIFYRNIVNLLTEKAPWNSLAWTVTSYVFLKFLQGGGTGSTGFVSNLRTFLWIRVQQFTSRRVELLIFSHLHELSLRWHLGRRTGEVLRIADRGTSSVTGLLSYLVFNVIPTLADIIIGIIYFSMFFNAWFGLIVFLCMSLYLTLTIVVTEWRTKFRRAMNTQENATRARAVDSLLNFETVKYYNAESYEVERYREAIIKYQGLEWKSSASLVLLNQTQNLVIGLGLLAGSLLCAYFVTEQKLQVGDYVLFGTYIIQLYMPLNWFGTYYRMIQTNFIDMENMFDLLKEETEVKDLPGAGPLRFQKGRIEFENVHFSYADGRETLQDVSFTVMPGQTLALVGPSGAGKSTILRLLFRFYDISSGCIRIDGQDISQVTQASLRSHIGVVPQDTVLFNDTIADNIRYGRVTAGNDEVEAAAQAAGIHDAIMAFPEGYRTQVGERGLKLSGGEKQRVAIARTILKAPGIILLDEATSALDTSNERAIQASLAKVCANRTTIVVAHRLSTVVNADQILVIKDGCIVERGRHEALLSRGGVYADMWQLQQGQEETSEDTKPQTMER
# N-glyco inh – blocks N-linked glycosylation in D54 reporter cells. D54 ERlucT glycosylation luciferase reporter, 24 h; percent of 100 nM tunicamycin response. reporter increase, % at 12.5 µM. hit rate 0.23% among 360,000. AID 588692;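 active means mean luciferase reporter signal, scaled so untreated is 0 and the glycosylation-blocking control 100, at or above a set limit in every replicate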;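 further: luciferase carries N-glycosylation sites so blocking glycosylation raises the light; 0% = median of neutral control wells and 100% = median of 100 nM tunicamycin wells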
# Numbers without * were called inactive; nt = not tested or not shown.
SMILES,ABHD5 PLIN5 PPI,Cardio protect,CaV13 FRET inh,PDI inh,MC4R ag barr,Granule exo inh,m5-HT2A agonist,MC4R antag cAMP,ABCB6 inh MLPCN,N-glyco inh
COc1cc2[nH]c(C(=O)N3CCC(Cc4ccccc4)CC3)cc2c(OC)c1OC,-6,-6,-19,-5,-0.8,-4,2,-4,94,-4
C=CCNC(=O)NC(=O)COC(=O)CC(NC(N)=O)c1ccc(Cl)cc1 (stereo unspecified),0,14,-4,12,2.1,-1,4,4,91,0
Cc1n[nH]c(=S)n(NC(=O)CC(=O)Nn2c(=S)[nH]nc(C)c2=O)c1=O,2,-10,-4,-1,-5.3,-1,-13,18,99,7
COc1ccc(OC)c(C(=O)COC(=O)CNC(=O)C2CCCCC2)c1,-4,8,-5,5,-0.2,-1,0,12,102,1
CC(=O)c1ccc(NC(=O)C(NC(=O)c2ccccc2)=C(C)C)cc1,2,5,-5,-1,-0.7,-1,3,4,94,2
CC1(C)CC(=O)c2cnc(NC(=O)C3CCCC3)nc2C1,-1,-2,-4,10,-0.9,-2,5,7,98,0
O=C(NC(=S)Nc1nc2c(s1)CCCC2)c1ccc(C(=O)c2ccccc2)cc1,7,-8,-8,6,2.0,4,-5,-3,97,-1
Cc1ccc(S(=O)(=O)N2C[C@H]3C(=O)C[C@@H](c4ccc(Cl)cc4)N(S(=O)(=O)c4ccc(C)cc4)[C@H]3C[C@H]2c2cccc3ccccc23)cc1,-13,2,-3,nt,nt,-2,0,nt,103,-7
O=C(N/N=C/c1ccccn1)C12CC3CC(CC(C3)C1)C2,-5,4,-19,-2,-1.5,3,-5,3,101,1
C#CCOCCOCCOCCNc1nc(N2CCN(C(=O)[C@H](CCC(=O)O)n3cc(C(N)Cc4ccc(O)cc4)nn3)CC2)nc(N2CCN(C(=O)[C@H](CCC(=O)O)n3cc(C(N)[C@H](C)CC)nn3)CC2)n1 (stereo partly specified),-1,-2,nt,3,0.8,-1,-5,-4,90,-2
NNC(=S)NCc1ccccc1,1,2,-2,1,-1.3,0,2,-2,95,2
CCN(CC)S(=O)(=O)c1cc(NC(=O)CCNC(=O)c2ccco2)ccc1C,-2,0,-4,-4,-1.9,-2,-3,8,99,2
O=C(NCc1cccnc1)c1cc(Sc2cccc(Cl)c2)nc2ccccc12,0,13,-5,9,-1.0,-2,-8,2,89,-6
COc1cc(C(=O)N2CCN(CC(O)COc3ccccc3)CC2)cc(OC)c1OC (stereo unspecified),-3,0,-4,8,-0.6,-2,-7,0,98,2
CCCc1nn2c(=O)cc(CSCC(=O)Nc3cccc(C)c3)nc2s1,-6,5,-15,4,-2.6,-6,2,-2,93,2
O=C(NCCC(=O)N1CCOCCOCCOCCOCC1)OCc1ccccc1,-6,3,-1,4,0.6,-7,-4,4,95,-1
Cc1cc(S(=O)(=O)Nc2cccc(C(=O)O)c2)c(C)c(S(=O)(=O)c2ccc(Cl)cc2)c1,-2,4,-3,4,-0.4,16,-2,10,93,0
c1ccc(-n2cnc3cc(NCc4ccncc4)ccc32)cc1,2,-6,-4,-25,-1.8,-4,-1,5,100,-1
CN(CC1COc2ccccc2O1)C(=O)CCNS(=O)(=O)c1ccc(F)c(Cl)c1 (stereo unspecified),0,-8,-11,-7,1.8,0,2,14,95,0
COC1(OC)N=C(N)C2(C#N)C(c3ccc(F)cc3)C12C#N (stereo unspecified),-6,11,nt,-5,-1.2,2,-4,-1,104,2
OC(COc1ccc(F)cc1)CN1CCN(c2ccccc2F)CC1 (stereo unspecified),-8,-4,-2,6,0.6,-2,-16,3,96,3
O=C(COC(=O)c1ccc(C(F)(F)F)cc1)Nc1cccc(S(=O)(=O)N2CCCCC2)c1,-3,-13,-5,-12,2.0,-5,4,-4,106,-1
Cc1cc([N+](=O)[O-])nn1CCCC(=O)Nc1cc(Cl)ccc1Cl,2,6,-14,0,-0.9,-2,2,16,94,0
Cc1ccc(S(=O)(=O)N(C)C[C@@H]2OCc3cnnn3CCCC(=O)N([C@@H](C)CO)C[C@@H]2C)cc1,0,2,nt,6,-1.2,3,3,6,96,0
COc1ccc(Cl)cc1NC(=O)CN(C)C(C)C(=O)NC(=O)NC1CCCCC1 (stereo unspecified),-6,-6,-7,0,-1.9,0,-4,8,94,-4
O=C(CCCn1c(SCC(=O)c2ccc(F)cc2)nc2ccccc2c1=O)NCc1ccccc1,2,10,-4,2,24*,-6,-8,12,95,-1
CCCCOc1ccc(S(=O)(=O)Nc2cc(OC)ccc2OC)cc1,-8,-19,nt,9,-0.3,-3,-3,-8,94,-7
c1cncc(CSc2nnc3ccc(-c4cccs4)nn23)c1,-2,-5,-2,7,0.2,-2,3,2,98,-1
COc1cccc(Oc2c(C)oc3c(CN4CCCC4)c(O)ccc3c2=O)c1,8,4,-5,-11,1.1,4,-3,0,98,-1
CCOC(=O)CN1C(=O)N2C[C@H]3CON(C)[C@H]3C[C@H]2c2ccccc21,-5,6,-6,nt,nt,-1,1,nt,99,-1
CC12CCC(c3c(C(=O)Nc4nccs4)nn(-c4ccccc4)c31)C2(C)C (stereo unspecified),-1,12,nt,1,2.1,4,-2,-8,97,-1
CCC1CCc2sc(C(=O)N(C)CC(=O)Nc3ccc(OC)cc3)cc2C1 (stereo unspecified),-1,-9,-5,-3,0.1,0,-4,0,94,1
CC(Sc1nnc(COc2ccccc2)n1-c1ccccc1)C(=O)O (stereo unspecified),0,-2,0,4,-1.3,15,8,3,96,1
CCOC(=O)C1CCN(C(=O)Nc2ccc(Cl)cc2Cl)CC1,-2,4,-3,-1,-1.9,0,1,3,103,2
COc1cc(C2CC(=O)Oc3c(C(CCN4CCN(c5ccccc5)CC4)c4ccc(N(C)C)cc4)c(OC)cc(OC)c32)cc(OC)c1OC (stereo unspecified),5,-2,-4,4,-1.2,-15,-12,-3,96,4
O=C(O)c1c(NC(=O)c2cccc3ccccc23)sc2c1CCC2,2,4,nt,-1,2.2,2,4,15,97,1
CCOc1ccc(NC(=O)N2CCc3ccccc3C2)cc1,-1,-3,-6,1,-1.1,3,-9,0,98,1
Nc1ccc(Br)c2cccnc12,-16,-11,-2,-2,0.1,7,-4,6,110,14
Cc1ccnc(NC(=O)CS(=O)(=O)Cc2ccccc2)c1,1,1,-4,2,1.0,-1,5,21,91,0
O=C(Nn1cnnc1)c1ccc(F)c(S(=O)(=O)N2CCCCC2)c1,5,-2,-7,-11,-1.1,2,-2,-4,97,1
COc1ccc(OCCC(=O)OCC(=O)c2ccc[nH]2)cc1,2,0,-3,-6,-3.5,-6,8,-1,94,2
CCC1S/C(=N/N=C/c2ccco2)NC1=O (stereo unspecified),-1,2,-2,16,2.2,-2,4,-5,88,3
CC(C)Cn1cc(C(=O)NCC2CCCO2)c2c3ccccc3n(C)c2c1=O (stereo unspecified),4,8,-4,-4,-1.9,-2,1,5,98,2
CCCNC(=O)CN1C(=O)NC(CCc2ccccc2)C1=O (stereo unspecified),1,4,-1,3,1.2,-7,2,-2,97,1
O=C(Nc1ncn[nH]1)c1cccc(F)c1,1,17,-6,5,-1.4,9,-7,10,98,3
COc1ccc(CC(=O)NCCS(=O)(=O)N2CCN(c3ccccc3OC)CC2)cc1,-2,-4,-15,-8,-4.5,-26,1,4,102,1
COc1ccc(C(=O)NCC(=O)OCC(=O)Nc2c(C)n(C)n(-c3ccccc3)c2=O)cc1,-1,-2,-5,10,-1.6,-1,-3,-2,88,2
CCCOc1ccc(C(CC(=O)O)NC(=O)CC(c2ccccc2)c2ccccc2)cc1 (stereo unspecified),0,2,-4,1,-2.3,1,-1,14,103,1
CCCCCNC(=O)C(C1CC1)n1c(=O)c(-c2cc3ccccc3[nH]2)nc2ccccc21 (stereo unspecified),-10,nt,0,nt,nt,10,3,nt,nt,nt
O=C1CCC(c2ccccc2)(c2ccccc2)CC1,-2,-4,-5,-3,-2.7,-11,-7,8,95,-2
CC12CCC=CC1=C(C=O)C1C2CCC2(C)C(O)CCC12 (stereo unspecified),1,18,-5,-2,-1.9,3,1,6,92,-3
Cc1occc1C(=O)Nc1cc(=O)n(C)c(=O)n1C,1,11,-6,-10,0.1,-3,3,9,96,-1
CC1CN(c2ccc(NC(=O)c3ccco3)cc2C(=O)O)CC(C)O1 (stereo unspecified),-3,-2,1,2,0.1,-5,-1,5,98,2
CCOc1cc(CNn2nnnc2N)ccc1OCC(=O)NC(C)(C)C,-2,8,-3,15,0.3,3,0,4,105,0
Cc1c(C(=O)OC2CCCCC2)[nH]c2c1C(=O)CC(C)(C)C2,-2,7,-6,2,2.6,0,9,13,98,-3
Fc1ccc(CSc2ccc3nnc(-c4cccs4)n3n2)cc1,5,18,2,-4,-0.1,-1,-5,-12,91,6
CCc1ccccc1NC(=O)N1C2CCCC1CC(NC(C)=O)C2 (stereo unspecified),-2,-2,-9,-10,1.5,2,5,13,89,2
Cc1ccc(Cl)cc1N1CCN(S(C)(=O)=O)CC1,8,1,-8,19,-1.4,1,0,4,98,1
COc1ccc(NC(=O)C2CCCN(c3cnccn3)C2)c(OC)c1 (stereo unspecified),2,0,-5,-5,-0.3,3,1,8,99,2
COc1ccc(Cl)cc1NC(=O)CCN1C(=O)C2CC=CCC2C1=O (stereo unspecified),3,1,-6,0,1.5,22,9,-2,99,1

# Quoted at random: 2 records from the list, in no set order.
SMILES,ABHD5 PLIN5 PPI,Cardio protect,CaV13 FRET inh,PDI inh,MC4R ag barr,Granule exo inh,m5-HT2A agonist,MC4R antag cAMP,ABCB6 inh MLPCN,N-glyco inh
CCOc1cc(CNn2nnnc2N)ccc1OCC(=O)NC(C)(C)C,-2,8,-3,15,0.3,3,0,4,105,0
O=C1CCC(c2ccccc2)(c2ccccc2)CC1,-2,-4,-5,-3,-2.7,-11,-7,8,95,-2

# (next part)
SMILES,ABHD5 PLIN5 PPI,Cardio protect,CaV13 FRET inh,PDI inh,MC4R ag barr,Granule exo inh,m5-HT2A agonist,MC4R antag cAMP,ABCB6 inh MLPCN,N-glyco inh
C=C(C)CN(CC)C(=O)CCc1nnc(CCCc2ccccc2)o1,-1,-5,-5,-4,-1.2,-5,1,31*,100,-1
CCNc1nc(Oc2ccc(=O)n(-c3ccccc3)n2)nc(N(C)C)n1,3,5,-5,0,-0.6,1,1,4,96,0
CCc1nc2c(OCCOc3ccccc3)cccn2c1N(C)C(=O)C1CC1,7,0,nt,2,-2.4,2,5,-12,102,1
COc1ccc(/C=C2/SC(=O)N(CC(=O)Nc3cc(C)on3)C2=O)cc1OC,1,-2,-5,-2,3.0,-4,5,4,98,2
NS(=O)(=O)c1ccc(CCNS(=O)(=O)c2ccc(Cl)nc2)cc1,-1,20,-2,6,-0.2,-3,0,35*,94,-2
O=C(CSc1nnc2ccccn12)NC(=O)c1cccc([N+](=O)[O-])c1,-6,7,-5,6,-2.6,-8,-3,-1,98,0
CCOC(=O)N1CCN(C(=O)/C(=C/c2cccs2)NC(=O)c2ccc(OC)c(OC)c2)CC1,5,9,-3,-6,-1.1,-9,-1,1,97,3

# Source: PubChem

# This is a random part of the collection (roughly 4.2% active in at least one column).
